Screening results (PubChem BioAssay)
MCL1 BIM primary: inhibitors of MCL1 binding to BIM-BH3, primary screen, biochemical, fluorescence polarization. Induced myeloid leukemia cell differentiation protein Mcl-1 (Homo sapiens), Q07820. GST-MCL1 / FITC-Bim-BH3 fluorescence polarization. inhibition, % at 10.9 µM. 320,000 tested, 0.68% active;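 active = inhibition above the mean inhibition of all tested compounds plus 3 SD, set per campaign, cut at about 40% in these data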;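 note: 0% = DMSO wells and 100% = unlabeled Bim-BH3 peptide control; higher means more loss of mP so more displacement of Bim peptide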
GRK2 aptamer HTS: compounds blocking aptamer binding on GRK2 – biochemical, human GRK2, bead flow cytometry, HTS, primary screen | Beta-adrenergic receptor kinase 1 (Homo sapiens), P25098 | FAM-aptamer displacement from GRK2 | inhibition of aptamer binding, % at 10 µM | 330,000 tested, 0.59% active;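 active = inhibition of aptamer binding above 40%, roughly 3 SD of noise, on plates passing a quality check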;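 note: median bead fluorescence of bound FAM aptamer so fluorescent compounds give negative values; no value below 0 was filed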
PME-1 inh: PME-1 inhibitors via competitive probe labeling, primary screen, biochemical, fluorescence polarization, FP-Rh probe, HTS | inhibition, % at 5.9 µM | Protein phosphatase methylesterase 1 (Homo sapiens), Q9Y570 | recombinant PME-1 | 320,000 tested, 0.53% active;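 active = inhibition above the campaign mean of all compounds plus 3 SD, cut at about 26% in these data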;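 note: competitive labeling of PME-1 active site by serine hydrolase directed probe; 0% = PME-1 with DMSO and 100% = wells lacking PME-1 enzyme; inhibitors block probe labeling so polarization falls and inhibition rises; many of its hits are not listed in these tables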
Fam108B counter: mouse Fam108B serine hydrolase inhibitors, primary screen, counter-screen for RBBP9 inhibitor project, biochemical, fluorescence polarization | recombinant Fam108B, FP-Rh probe fluorescence polarization | inhibition, % at 9.51 µM | 300,000 tested, 0.33% active;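 active = inhibition above the screen mean inhibition plus 3 SD, computed separately per campaign, cut at about 18% in these data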;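 note: inhibitors lower polarization as less probe binds the enzyme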
Bcl-xL primary: inhibitors of human Bcl-xL, primary screen, biochemical, fluorescence polarization, HTS; Bcl-2-like protein 1 (Homo sapiens), Q07817; GST-Bcl-xL / FITC-Bim BH3 peptide fluorescence polarization; inhibition, % at 10.9 µM; 320,000 tested, 0.7% active; AID 2129, 2009;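 active = inhibition above the mean of all tested compounds plus 3 SD, cutoff set per campaign, cut at about 30% in these data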;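 note: 0% = DMSO wells and 100% = unlabeled Bim-BH3 peptide competitor; inhibitors lower millipolarization by displacing the labeled peptide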
Efflux pump inh: inhibitors of Candida efflux pumps in yeast, primary screen, S. cerevisiae, Nile Red, multiplex; S. cerevisiae Candida pump triplex; 330,000 tested, 0.44% active; inhibition, % at 10 µM; AID 485275, 2010;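 active = plate passing quality check with inhibition over a set limit, or well fluorescence over plate mean plus 4 SD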;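 note: Nile Red retained in pooled yeast measured as flow cytometry median fluorescence; 0% = buffer negative control and 100% = Enniatin B positive control; higher means more Nile Red kept so more efflux inhibition; some compounds called inactive have numbers as strong as hits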
MEX-5 binding: MEX-5 zinc finger RNA-binding disruptors – biochemical, C. elegans, fluorescence polarization, MLPCN library, primary screen; 300,000 tested, 0.38% active; AID 1832, 2009; MEX-5/FITC-TCR2 RNA binding; hits give low values; activity score (negative = inhibition of binding), % at 10 µM;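 active = inhibition past about -25% in most replicates, and total fluorescence under double the plate's negative control median, limit read from the data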;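 note: 0% = DMSO and -100% = 5 µM competing unlabeled TCR2 RNA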
GLD-1 TGE inh: GLD-1/TGE RNA complex disruptors, primary screen, biochemical, fluorescence polarization; Female germline-specific tumor suppressor gld-1 (Caenorhabditis elegans), Q17339; purified GLD-1 + fluorescein TGE RNA; inhibition, % at 5.96 µM; 320,000 tested, 0.44% active; AID 2280, 2010;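 active = percent inhibition above a per-plate cutoff, the plate mean of test compounds plus 3 SD, cut at about 30% in these data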;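 note: 0% = DMSO wells with GLD-1 and probe and 100% = wells lacking GLD-1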
VLA-4 inh: inhibition in human VLA-4 binding assay, primary screen, VLA-4 allosteric modulator project, MLPCN library, flow cytometry, VLA-4 expressing cells; ligand binding flow cytometry; inhibition, % (about 7 µM as worked out from the volumes in the protocol); 330,000 tested, 0.2% active; AID 2557, 2010; Integrin alpha-4 (Homo sapiens), P13612; in the data active = inhibition above about 50%
Target sequence (P13612 whole entry, looked up): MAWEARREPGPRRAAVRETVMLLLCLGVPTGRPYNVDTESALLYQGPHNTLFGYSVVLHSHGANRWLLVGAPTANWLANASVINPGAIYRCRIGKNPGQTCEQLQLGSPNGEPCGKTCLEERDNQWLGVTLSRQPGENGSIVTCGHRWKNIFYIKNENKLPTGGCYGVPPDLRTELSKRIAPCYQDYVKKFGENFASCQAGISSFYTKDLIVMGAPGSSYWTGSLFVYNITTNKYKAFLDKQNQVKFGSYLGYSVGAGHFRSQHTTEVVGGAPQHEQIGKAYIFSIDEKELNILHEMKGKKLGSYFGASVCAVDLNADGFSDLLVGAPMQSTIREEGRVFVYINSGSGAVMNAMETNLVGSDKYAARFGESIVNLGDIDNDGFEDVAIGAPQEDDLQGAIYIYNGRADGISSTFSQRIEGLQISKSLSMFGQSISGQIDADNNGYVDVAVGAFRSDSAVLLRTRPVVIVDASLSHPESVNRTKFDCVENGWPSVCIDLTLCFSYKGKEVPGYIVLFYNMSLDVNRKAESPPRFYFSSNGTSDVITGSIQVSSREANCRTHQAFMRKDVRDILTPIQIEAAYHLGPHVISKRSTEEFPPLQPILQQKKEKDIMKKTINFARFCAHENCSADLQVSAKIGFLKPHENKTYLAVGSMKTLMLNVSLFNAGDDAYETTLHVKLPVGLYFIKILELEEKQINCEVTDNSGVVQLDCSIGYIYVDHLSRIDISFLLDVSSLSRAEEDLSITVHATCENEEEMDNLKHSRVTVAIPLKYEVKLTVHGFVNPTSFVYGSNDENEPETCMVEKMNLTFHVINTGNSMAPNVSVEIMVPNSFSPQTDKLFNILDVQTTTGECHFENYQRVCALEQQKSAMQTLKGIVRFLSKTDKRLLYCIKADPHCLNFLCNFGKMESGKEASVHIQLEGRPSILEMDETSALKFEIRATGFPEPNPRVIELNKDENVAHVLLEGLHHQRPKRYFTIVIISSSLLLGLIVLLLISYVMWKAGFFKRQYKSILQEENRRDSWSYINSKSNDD
* = called active by the depositor; i = inactive; . = no result given.

(1) CCOC(=O)N1CCN(C(=O)CSCC(=O)Nc2nc(-c3ccccc3)cs2)CC1
(2) CCCOC1CCCN(C(=O)CCCn2nnnc2CN2CCOCC2)C1 (stereo not given)
(3) Cc1nn(C(C)C(=O)NCc2ccccc2)c(C)c1[N+](=O)[O-] (stereo not given)
(4) O=c1c(Cc2ccccc2)c(O)c2cccc3c4c(n1c23)CCCC4
(5) O=C(CCCCCn1c(=S)[nH]c2ccc(N3CCOCC3)cc2c1=O)NCc1ccccc1Cl
(6) COc1ccc(-c2cc3ccccc3n2CC(O)CN2CCC(C)CC2)cc1 (stereo not given)
(7) COc1ccc(C2CC(c3cccs3)=NN2C(=O)c2ccc(Br)o2)cc1 (stereo not given)
(8) COc1ccc(C2(C)NC(=O)N(CC(=O)Nc3ccc(Br)cc3F)C2=O)cc1OC (stereo not given)

assay / entry	1	2	3	4	5	6	7	8
Efflux pump inh	0.1	0.0	0.0	0.0	-0.1	-0.2	0.0	0.0
VLA-4 inh	-6	3	2	1	-4	10	0	11
GLD-1 TGE inh	7	0	11	3	0	18	6	4
MCL1 BIM primary	-4	4	11	-8	6	8	12	-1
GRK2 aptamer HTS	0	2	0	4	0	0	86*	1
MEX-5 binding	-0.2	2.2	-3.4	2.3	-3.1	-3.2	2.6	0.2
PME-1 inh	0	-2	-3	5	-4	-1	5	-6
Bcl-xL primary	3	4	3	-7	8	14	-1	3
Fam108B counter	-3	-4	5	2	4	3	-9	-3

(9) Cc1ccc(S(=O)(=O)NC2CCCCCCC2)cc1
(10) CCOC(=O)C1=C(COC(=O)c2sccc2C)NC(=O)NC1C (stereo not given)
(11) CCCCN(C(=O)COc1ccc(NC(C)=O)cc1)C1CCS(=O)(=O)C1 (stereo not given)
(12) CC(C)N(C(=O)c1ccccc1-c1ccccc1)C(C)C
(13) CCC(Oc1ccccc1OC)C(=O)Nc1ccc2c(c1)OCCO2 (stereo not given)
(14) Cc1cc(=O)oc2c1ccc1oc(/C(=N/O)c3ccccc3)c(C)c12
(15) Cc1ccccc1N1CCN(C(=O)C2CCCCC2)CC1
(16) O=C(Nc1cc2c3c(c1)CC(=O)N3CCC2)c1ccccc1F

assay / entry	9	10	11	12	13	14	15	16
Efflux pump inh	0.0	0.1	-0.1	0.1	0.1	-0.1	0.1	-0.1
VLA-4 inh	9	-3	29	8	2	26	24	-7
GLD-1 TGE inh	-5	-4	-3	4	16	11	1	0
MCL1 BIM primary	-7	-2	9	-6	-17	-2	1	2
GRK2 aptamer HTS	0	2	0	1	0	0	0	1
MEX-5 binding	0.4	.	-1.5	-0.9	1.6	2.0	.	0.7
PME-1 inh	3	4	-3	-5	6	-5	4	-1
Bcl-xL primary	1	0	-5	-4	-20	3	2	3
Fam108B counter	3	.	-1	2	7	-15	7	6

(17) CCN(CC(=O)NCc1ccc(Cl)cc1)S(=O)(=O)c1ccc(NC(C)=O)cc1
(18) O=C(NCc1cccnc1)C1CCN(C(=O)c2ccc(Cl)cc2Cl)CC1
(19) Cc1ccc(CNC(=O)CS(=O)(=O)Cc2nc(-c3ccccc3F)oc2C)cc1
(20) CCc1nnc(NC(=O)COc2ccc3c(c2)OCO3)s1
(21) O=C(Nc1ccc(F)cc1)C1C2CCC3C(CCC21)C3(Cl)Cl (stereo not given)
(22) O=C(NNC(=O)c1ccc([N+](=O)[O-])cc1)c1ccc(Br)cc1
(23) CC(=O)N1N=C(c2ccc(Cl)cc2)CC1c1ccco1 (stereo not given)
(24) Cc1ccc(-c2nc3cnccn3c2Nc2ccc3c(c2)OCO3)o1

assay / entry	17	18	19	20	21	22	23	24
Efflux pump inh	0.0	0.1	0.1	0.2	0.6	0.0	-0.1	0.3
VLA-4 inh	3	9	7	-6	2	-13	23	0
GLD-1 TGE inh	7	4	-8	3	-3	6	0	-3
MCL1 BIM primary	-4	1	-2	-6	-2	10	40*	12
GRK2 aptamer HTS	0	0	0	2	0	5	1	1
MEX-5 binding	1.5	-0.1	-1.5	-3.7	0.6	2.0	1.5	1.1
PME-1 inh	3	2	2	0	-8	-2	-2	-2
Bcl-xL primary	1	-1	0	-8	-1	5	4	10
Fam108B counter	0	1	-3	6	-1	7	2	-4

Screen by screen, as entered above.
MCL1 BIM primary for nos. 17 to 24 → -4, 1, -2, -6, -2, 10, 40*, 12
VLA-4 inh for nos. 17 to 24 → 3, 9, 7, -6, 2, -13, 23, 0

Other entries
(25) Cc1ccc(S(=O)(=O)Oc2ccc(/C=C3/N=C(c4ccccc4)OC3=O)cc2)cc1
(26) C#CCOCCOCCOCCNc1nc(N2CCOCC2)nc(N2CCN(C(=O)CCCCCCCCCCNC(=O)[C@@H]([C@H](C)O)n3cc(C)nn3)CC2)n1
(27) Cc1ccc(C(C)C)c(OCC(O)CN2CCOCC2)c1 (stereo not given)
(28) COc1ccccc1-n1nnnc1SCC(=O)Nc1ccc(C)c(N)c1
(29) CCOC(=O)C1(CC2CC2)CCN(S(=O)(=O)/C=C/c2ccccc2)CC1
(30) Cc1nn2c(N3CCN(C)CC3)cc(C(C)(C)C)nc2c1-c1ccccc1
(31) COc1ccc(C2C(=O)N(C3CCCCC3)CC(=O)N2Cc2ccco2)cc1 (stereo not given)
(32) COc1ccc2nc(N/C(N)=N/C(=S)Nc3ccccc3)nc(C)c2c1

assay / entry	25	26	27	28	29	30	31	32
Efflux pump inh	0.4	-0.1	0.0	0.0	0.1	0.1	-0.1	0.2
VLA-4 inh	0	6	13	54*	-4	14	-5	8
GLD-1 TGE inh	7	4	10	93*	1	3	1	-6
MCL1 BIM primary	-1	-1	0	139*	0	-2	10	10
GRK2 aptamer HTS	1	3	3	10	0	0	2	.
MEX-5 binding	1.2	.	1.7	1.1	-0.5	2.4	-1.3	3.5
PME-1 inh	0	1	3	0	4	3	-1	-18
Bcl-xL primary	7	7	-1	141*	3	-4	8	7
Fam108B counter	-1	1	-1	-2	2	6	-2	-20

(33) CCc1ccc(C(C)NC(=O)c2ccc3c(c2)OCO3)cc1 (stereo not given)
(34) O=C(Nn1c(C2CCCCC2)nc2ccccc2c1=O)c1ccc(Cl)c([N+](=O)[O-])c1
(35) CC(C)(C)OC(=O)N1CCC(NC(=O)c2nc[nH]c2C(=O)N2CCN(c3ccccc3)CC2)CC1
(36) CC[C@@H](C)[C@H](NC(=O)Cc1c(C)c2cc3c(C)coc3c(C)c2oc1=O)C(=O)O
(37) O=c1c2ccccc2nc2n1CC/C2=C/N1CCN(c2cccc(C(F)(F)F)c2)CC1
(38) C=CCNC(=O)NS(=O)(=O)c1ccc(C)cc1
(39) CCc1ccccc1NC(=O)COc1ccc2c(c1)OCO2
(40) Cc1cc(C)n(C(=O)c2ccc(C)c(S(=O)(=O)N3CCCCC3)c2)n1

assay / entry	33	34	35	36	37	38	39	40
Efflux pump inh	-1.3	0.1	0.0	-0.2	0.0	-0.1	0.0	0.0
VLA-4 inh	9	3	-10	8	4	-4	47	-1
GLD-1 TGE inh	0	-11	-3	5	42*	0	6	8
MCL1 BIM primary	2	7	.	10	56*	0	3	-13
GRK2 aptamer HTS	0	1	3	0	0	0	1	16
MEX-5 binding	1.9	-0.7	.	1.2	-3.3	0.2	1.0	2.7
PME-1 inh	-5	5	.	1	-1	-15	-5	-5
Bcl-xL primary	-1	2	.	4	50*	1	1	0
Fam108B counter	0	3	.	0	2	-2	2	-4

(41) Cc1cc2oc(=O)cc(Cn3ncc(Cl)c(Cl)c3=O)c2cc1Cl
(42) COc1ccc(C)cc1NC(=O)NC(C)c1ccc2c(c1)OCO2 (stereo not given)
(43) CCOC(=O)c1ccc(N2C(=O)C(CC(=O)NC)N(CCc3ccc(OC)c(OC)c3)C2=S)cc1 (stereo not given)
(44) COc1ccccc1CNC(=O)c1cc(C)nc2ccccc12
(45) COc1ccc(C(=O)N2C(=O)c3ccc(N)cc3C2=O)cc1
(46) O=C(Nc1ccc(C(F)(F)F)cc1Cl)c1ccc(Cn2cc(Br)cn2)o1
(47) CC(C)NC(=O)c1cc(-c2ccc(Br)cc2)on1
(48) O=C(c1ccccc1)c1ccc(C(=O)N2CCN(c3ccccc3Cl)CC2)cc1

assay / entry	41	42	43	44	45	46	47	48
Efflux pump inh	-0.2	-0.1	0.0	-0.1	0.0	0.0	-0.1	-0.1
VLA-4 inh	24	12	17	2	-5	-5	4	1
GLD-1 TGE inh	-1	2	4	-1	1	3	5	4
MCL1 BIM primary	-7	-4	1	0	-2	-2	2	6
GRK2 aptamer HTS	2	0	0	0	0	4	1	3
MEX-5 binding	-1.9	0.8	1.7	0.9	0.9	1.7	0.0	.
PME-1 inh	-8	1	4	-2	-3	-4	-4	1
Bcl-xL primary	-3	2	5	-3	1	-3	0	4
Fam108B counter	-6	3	0	5	-12	-5	5	.

(49) Cc1ccc(Nc2cc(-n3nc(C)cc3C)ncn2)c(C)c1
(50) COc1ccc(OC)c(NC(=O)c2cccc(N3C(=O)C4C5C=CC(C6CC56)C4C3=O)c2)c1 (stereo not given)
(51) CCN(CC)C(=O)c1csc(Nc2cccc3ccccc23)n1
(52) COc1ccc(NC(=O)CCn2cc(C)c3ccccc32)cc1
(53) O=C(N/C(=C/C=C/c1ccccc1)C(=O)N1CCOCC1)c1ccccc1Cl
(54) CCC(CC)=NNC(=O)c1ccccc1OCc1ccc(F)cc1
(55) O=C(c1ccco1)N1CCN(C(=O)C2CCCN(S(=O)(=O)c3cccc4nsnc34)C2)CC1 (stereo not given)
(56) COc1ccc(C/C(N)=N/OC(=O)c2cccs2)cc1
(57) Cc1cc(C)n(S(=O)(=O)c2cc(C(=O)O)c(Cl)cc2Cl)n1

assay / entry	49	50	51	52	53	54	55	56	57
Efflux pump inh	0.0	-0.2	-0.4	-0.1	0.0	-0.1	0.0	0.1	0.1
VLA-4 inh	i	10	16	4	0	16	6	-1	4
GLD-1 TGE inh	-5	2	0	9	-3	-1	8	9	-3
MCL1 BIM primary	10	4	-4	1	-5	4	-2	-1	4
GRK2 aptamer HTS	1	0	0	0	4	2	2	3	3
MEX-5 binding	0.9	-1.1	0.4	1.2	1.6	5.0	-0.2	-0.9	3.0
PME-1 inh	-1	-2	37*	-3	-9	0	-6	4	1
Bcl-xL primary	5	5	1	4	7	4	4	5	4
Fam108B counter	-1	1	1	0	0	-1	0	0	3

Laid out differently: 3 of the compounds above
nr	mol	Efflux pump inh	VLA-4 inh	GLD-1 TGE inh	MCL1 BIM primary	GRK2 aptamer HTS	MEX-5 binding	PME-1 inh	Bcl-xL primary	Fam108B counter
55	O=C(c1ccco1)N1CCN(C(=O)C2CCCN(S(=O)(=O)c3cccc4nsnc34)C2)CC1 (stereo not given)	0.0	6	8	-2	2	-0.2	-6	4	0
56	COc1ccc(C/C(N)=N/OC(=O)c2cccs2)cc1	0.1	-1	9	-1	3	-0.9	4	5	0
57	Cc1cc(C)n(S(=O)(=O)c2cc(C(=O)O)c(Cl)cc2Cl)n1	0.1	4	-3	4	3	3.0	1	4	3

A portion of the library; the hit share may differ from the screen's.
